Bim-Bcl-W: human Bim-Bcl-W interaction inhibition | 190,000 compounds, 0.02% hits | bead-based flow cytometry, Bim peptide-Bcl-W binding | Q92843 | inhibition, % at 10 µM;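 also: 0% = bound tracer without compound and 100% = peptide blocker; higher means less fluorescent Bim peptide bound to Bcl-W beads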
Avidin bead fluor: avidin bead compound fluorescence profile. Avidin beads, compound fluorescence 488/530 nm, flow cytometry; stronger effect = higher value. fluorescence (KMESF) at 10 µM. 220,000 compounds, 0.38% hits. AID 1775; in the data active = fluorescence above about 47; also: inactives centre near 10
RGS7-Gao: regulators of human RGS7-Galphao interaction; 220,000 compounds, 0.35% hits; Multiplexed bead flow cytometry, RGS7-Galphao binding; actives lie on both sides; binding response (% of control), % at 10 µM; AID 1439; P09471; in the data active = binding response below about 49% or above about 150%; inconclusive = no clear call, values can overlap the other calls; inactive = in between;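 also: fluorescent Galphao held in activated GDP-AlF4 state binding bead-coupled RGS7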
Target sequence (P09471 whole entry, looked up): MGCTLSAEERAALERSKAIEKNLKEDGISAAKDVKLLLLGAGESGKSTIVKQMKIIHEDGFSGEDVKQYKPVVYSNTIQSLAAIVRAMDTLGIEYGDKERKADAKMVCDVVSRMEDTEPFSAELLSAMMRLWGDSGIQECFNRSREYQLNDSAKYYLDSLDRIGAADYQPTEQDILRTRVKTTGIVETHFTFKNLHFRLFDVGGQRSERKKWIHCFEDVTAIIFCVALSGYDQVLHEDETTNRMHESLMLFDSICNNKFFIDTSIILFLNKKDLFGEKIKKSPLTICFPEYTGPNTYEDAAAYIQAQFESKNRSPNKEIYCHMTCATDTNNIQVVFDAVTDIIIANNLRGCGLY
Bim-Bcl-B: inhibitors of Bim-Bcl-B interaction, human; Q9HD36; bead-based flow cytometry, Bim peptide-Bcl-B binding; inhibition, % at 10 µM; 190,000 compounds, 0.073% hits;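 also: 0% = tracer peptide without compound and 100% = reference inhibitor peptide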
RGS4-Gao reg: modulates binding of RGS4 to human Galphao | P09471 | Multiplexed bead flow cytometry; actives lie on both sides | binding response (% of control), % at 10 µM | 220,000 compounds, 0.33% hits; in the data active = binding response below about 49% or above about 150%; inactive = in between;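 also: fluorescent Galphao activated with aluminum fluoride binding bead-coupled RGS4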
ABCG2 inh: blocks JC-1 efflux by human ABCG2 transporter. Q9UNQ0. IgMXP3 cells, flow cytometry. 190,000 compounds, 0.1% hits. inhibition, % at 6.6 µM;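 active = inhibition above 80%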;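 also: 0% = DMSO and 100% = nicardipine control wells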
Target sequence (Q9UNQ0 whole entry, looked up): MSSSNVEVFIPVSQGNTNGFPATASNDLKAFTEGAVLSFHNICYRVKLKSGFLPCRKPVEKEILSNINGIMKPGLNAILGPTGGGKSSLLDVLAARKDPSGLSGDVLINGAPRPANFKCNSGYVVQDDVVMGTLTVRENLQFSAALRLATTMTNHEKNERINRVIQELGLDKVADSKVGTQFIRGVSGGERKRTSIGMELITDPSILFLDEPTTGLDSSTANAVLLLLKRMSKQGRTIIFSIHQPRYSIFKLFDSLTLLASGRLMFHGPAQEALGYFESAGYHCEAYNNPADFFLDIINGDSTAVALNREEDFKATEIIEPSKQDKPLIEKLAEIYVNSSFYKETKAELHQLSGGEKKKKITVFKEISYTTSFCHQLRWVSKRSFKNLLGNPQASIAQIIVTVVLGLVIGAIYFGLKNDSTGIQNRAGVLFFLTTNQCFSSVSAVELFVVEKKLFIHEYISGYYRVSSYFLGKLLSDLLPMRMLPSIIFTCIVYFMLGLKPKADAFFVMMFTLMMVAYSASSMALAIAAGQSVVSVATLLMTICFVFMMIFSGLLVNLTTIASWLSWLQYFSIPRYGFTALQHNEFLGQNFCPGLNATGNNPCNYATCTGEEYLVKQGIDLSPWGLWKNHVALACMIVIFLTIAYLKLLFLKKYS
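Test system: ABCG2 IgMXP3 and barcoded ABCB1 CCRF-Adr cell mix; Schedule: cells with compound and JC-1, 10 min at 25 °C, rotating, no wash; Technique: flow cytometry of retained JC-1 fluorescence; Measure: % inhibition of efflux relative to nicardipine and DMSO; Controls: nicardipine high and DMSO low controls.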
Bim-Bcl-2: inhibitors of Bim-Bcl-2 interaction, human. AID 950. Bead-based flow cytometry, Bim peptide-Bcl-2 binding. P10415. inhibition, % at 10 µM. 190,000 compounds, 0.06% hits; in the data active = inhibition above about 40%; inconclusive = no clear call, values can overlap the other calls;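 also: 0% = no compound wells with probe peptide and 100% = reference peptide inhibitor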
GSH bead fluor: GSH bead compound fluorescence profile; GSH beads flow cytometry, compound fluorescence 488/530 nm; stronger effect = higher value; fluorescence (KMESF) at 10 µM; 190,000 compounds, 0.25% hits; AID 1776; in the data active = fluorescence above about 89;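 also: glutathione beads carrying GST-tagged Bcl family fusion proteins plus one bare bead set; values are compound well signal with DMSO vehicle wells as background; inactives centre near 16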
Bim-Bfl-1: inhibitors of Bim-Bfl-1 interaction, human | Q16548 | Bead-based flow cytometry, Bim-Bfl-1 binding inhibition | inhibition, % at 10 µM | 190,000 compounds, 0.12% hits | AID 1008;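 also: 0% = wells without compound plus tracer and 100% = blocker peptide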
ABCB1 block: inhibitors of human ABCB1 transporter, ABCG2 counter-screen | inhibition, % at 6.6 µM | AID 1326 | 190,000 compounds, 0.067% hits | CCRF-Adr cells, JC-1 efflux, flow cytometry | P08183; in the data active = inhibition above about 40%;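 also: 0% = vehicle and 100% = reference inhibitor; higher value means more JC-1 retained so stronger ABCB1 efflux block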
Bim-Bcl-XL: disrupts Bim peptide binding to human Bcl-XL; Q07817; bead flow cytometry, fluorescence; inhibition, % at 10 µM; 190,000 compounds, 0.04% hits; AID 1007
Active calls of the source: *; ? = inconclusive; nt = not tested or not shown. Rule as the data show it, unless noted: active = inhibition above about 40%. Compounds as they come. Share with any hit: about 1.3%.

SMILES	Bim-Bcl-W	Avidin bead fluor	RGS7-Gao	Bim-Bcl-B	RGS4-Gao reg	ABCG2 inh	Bim-Bcl-2	GSH bead fluor	Bim-Bfl-1	ABCB1 block	Bim-Bcl-XL
CC(=O)NCCOC(=O)Nc1ccncc1	3	9	101	0	103	0	-8	11	-8	0.4	-1
O=C(c1ccccc1CCc1ccccc1)N1CCN(c2ccccn2)CC1	1	8	99	0	99	2	0	30	-2	1.7	0
CCC(=O)Nc1ccc(C(=O)N/N=C/c2c(C)[nH]c3ccccc23)cc1	-1	13	139	-1	117	-6	-4	8	-5	-0.9	-1
CC(NC(=O)CN(C1CCCCC1)S(C)(=O)=O)c1ccccc1 (stereo unspecified)	-1	17	97	-6	99	6	-1	13	0	0.6	-3
Cc1cc(Nc2ncc(Cl)cc2Cl)n(-c2ccccc2)n1	0	14	145	-5	135	12	-5	12	-20	0.8	-2
CCc1cc(C(=O)N2CCOCC2)c(NC2=NS(=O)(=O)c3ccccc32)s1	-1	38	100	-5	100	-3	-7	25	-10	-0.2	-2
O=C(c1nc2ncccn2n1)N1CCN(c2ccc(F)cc2)CC1	-1	7	103	-1	105	1	0	21	-3	0.3	-2
CCc1ccc(CNC(=O)CCc2nc(-c3cccs3)no2)cc1	-3	6	102	-6	100	2	-4	21	-5	-1.2	-2
CC(C)n1cnc2cc(NCc3ccco3)ccc21	-1	22	120	7	139	3	4	5	1	0.6	-3
CC(=O)c1cc2c(cc1NC(=O)c1cc3nc(C(C)C)cc(C(F)(F)F)n3n1)OCO2	0	13	98	-4	111	7	-5	7	0	1.4	-1
CCc1ccc2oc(-c3cccc(N)c3)nc2c1	2	26	99	-2	102	3	-1	15	0	0.7	2
O=C(O)C1CC=CCC1C(=O)Nc1ccccc1Cl (stereo unspecified)	-2	33	99	-12	101	20	-15	24	-23	1.6	-7

Next section; it opens with the 2 that closed the last part.
SMILES	Bim-Bcl-W	Avidin bead fluor	RGS7-Gao	Bim-Bcl-B	RGS4-Gao reg	ABCG2 inh	Bim-Bcl-2	GSH bead fluor	Bim-Bfl-1	ABCB1 block	Bim-Bcl-XL
CCc1ccc2oc(-c3cccc(N)c3)nc2c1	2	26	99	-2	102	3	-1	15	0	0.7	2
O=C(O)C1CC=CCC1C(=O)Nc1ccccc1Cl (stereo unspecified)	-2	33	99	-12	101	20	-15	24	-23	1.6	-7
COc1cc(C2NC(=O)NC(C)=C2C(=O)OCC2CCCO2)ccc1O (stereo unspecified)	-1	12	105	-6	102	1	-9	15	-8	0.2	-4
CCOC(=O)CC(=O)CSc1ccc2nnc(-c3ccc(F)cc3)n2n1	0	13	101	-3	105	7	-2	32	-1	-0.3	-3
Cc1c(Cl)c([N+](=O)[O-])nn1Cc1ccc(C(=O)Nc2ccc(Cl)cn2)o1	-1	1	102	-4	98	43	1	6	0	10	0
O=C(NCc1cccc(Cl)c1)c1ccc2nc[nH]c2c1	-7	21	108	-7	100	2	-5	10	-2	-1.5	-9
CC(=O)c1cccc(S(=O)(=O)NC2CC2)c1	-4	23	100	-9	99	15	-6	10	-4	-0.1	-7
O=C(CN1CCN(c2ccccn2)CC1)Nc1ccc2ccccc2c1	-2	14	92	0	99	1	-4	8	-1	0.3	-3
c1ccc(-c2cn3cccnc3n2)cc1	0	39	105	0	102	1	-1	13	-1	0.2	-4
Fc1ccc(C2=NNC(=NCc3ccccc3)SC2)cc1F	1	10	97	-3	98	17	0	18	-3	1.3	0
Cc1ccc(NC(=S)NCCCN2CCOCC2)cc1	-5	17	102	-7	104	14	-5	3	0	1.1	-7
COc1oc(-c2ccccc2C)nc1C(F)(F)F	-3	26	97	-12	99	5	-10	23	-22	0.9	-11
Cc1ccc(Cl)cc1NC(=O)COC(=O)C1CCCC1	0	11	99	-1	99	7	-3	12	-4	0.8	-5
CCC(=O)N(CCc1ccc(S(N)(=O)=O)cc1)C1CC(=O)N(c2ccc(OC)cc2)C1=O (stereo unspecified)	-7	8	99	-2	99	0	-4	18	-3	-0.3	-2
CC(=O)N1CCN(S(=O)(=O)c2ccc(S(=O)(=O)NC3CC3)cc2)CC1	8	11	99	-4	98	0	-3	55	-12	0.1	-9
Cc1ccc2nc(C)cc(Nc3ccc([N+](=O)[O-])cc3)c2c1	0	12	104	-8	104	3	2	13	3	0.4	0
CCCOc1ccc(/C=C/C(=O)NCc2ccccc2)cc1	-5	6	105	-7	105	18	-5	13	-2	nt	-7
CCOc1ccc(S(=O)(=O)N(C)c2ccc(OCC(=O)OCc3c(C)noc3C)cc2)cc1	1	15	105	-12	104	11	-9	35	-9	2.1	-7
COCCOC(=O)/C(=C/c1ccc(OC(=O)c2ccccc2)cc1)C(C)=O	-5	21	98	-4	99	33	0	10	-18	0.5	-7
COC(=O)CCc1c(C)nc(N)[nH]c1=O	0	13	101	-8	92	1	-12	37	-14	0.4	0
O=C(O)c1cc(-n2nnnc2SCc2ccccc2F)ccc1Cl	-3	8	105	-4	103	6	-3	18	-4	0.4	0
CCCCCCn1ccc(=N)cc1	1	10	102	-5	102	0	-7	4	-8	0.1	2
C#CC1CN(Cc2ccccc2)CC(C#C)N1C (stereo unspecified)	-2	7	98	0	96	1	0	19	-1	0.2	-3
c1ccc(-c2nc3c([nH]2)CCc2nonc2-3)cc1	0	7	95	-2	91	2	-3	12	-5	-0.1	-1
CCOCc1nnc(NC(=O)c2cc(C(=O)OC)cc([N+](=O)[O-])c2)s1	-2	9	?	-8	100	13	-4	17	-3	0.3	-1
C#CC[N+](C)(C)CC#Cc1ccc(Cl)cc1	-3	13	101	-10	98	0	-9	18	-18	-0.1	-11
CC(C)CC(c1nnnn1C1CCCCC1)N1CCN(c2ncccn2)CC1 (stereo unspecified)	1	12	100	0	86	29	-2	15	-6	0.9	0
O=C(Cn1cc(C(=O)C(F)(F)F)c2cc(Br)ccc21)N1CCOCC1	-2	9	90	-4	91	-1	0	16	-7	-0.1	-2
COc1ccccc1OCC(=O)Nc1nnc(-c2ccco2)s1	-2	3	95	-7	95	1	-2	18	-10	0.1	-7
COc1ccc(C(=O)Nc2cc(C)c3c(=O)oc4ccccc4c3n2)cc1	2	8	102	-5	101	-4	-4	20	-9	-2.4	0
COc1ccc(-c2nc(NC(=O)Cn3ccc(C(F)(F)F)n3)sc2C)cc1	-1	10	104	-12	99	3	-16	43	-16	0.8	-18
CN(C(=O)CSc1nc2c(cnn2-c2ccccc2)c(=O)[nH]1)C1CCS(=O)(=O)C1 (stereo unspecified)	1	10	90	-2	97	6	-3	9	-3	4.0	-3
COC(=O)c1ccc2c(=O)n(CCCN3CCCC3=O)c(=S)[nH]c2c1	-4	10	104	-12	104	1	-6	14	-8	0.3	-4
CC(=O)Oc1ccc(N2C(=O)CCC2=O)cc1	-4	17	91	1	92	7	2	25	-10	-0.5	-3
CCOC(=O)N1CCN(S(=O)(=O)c2cc(Br)cc3c2N(C(C)=O)C(C)C3)CC1 (stereo unspecified)	-3	14	100	-2	100	0	-3	23	-2	0.1	-3
O=C(NC1CCN(Cc2ccccc2)CC1)C(NS(=O)(=O)c1cccc2nsnc12)c1ccccc1 (stereo unspecified)	0	6	102	5	101	-1	3	10	1	0.1	0
COc1cccc(C(=O)Nc2nnc(C3CCCO3)s2)c1 (stereo unspecified)	-1	14	100	-2	100	3	-1	20	-2	0.2	-1
Nc1c(C(=O)O)nnn1Cc1ccccc1	1	26	100	-3	100	-5	-3	21	-11	0.3	1
O=C(NCc1ccccc1)C1=C[C@@H](c2csc3ccccc23)C[C@@H](OCc2ccc(CO)cc2)O1	-5	6	120	-8	118	8	-3	20	-3	3.1	-4
Cc1ccc(C(=O)N/N=C\c2ccc(OC(=O)c3cccs3)cc2)cn1	-3	5	98	-6	95	6	-2	20	-3	1.0	-4
CN1CCN(Cc2c(O)ccc3c(-c4ccccc4)cc(=O)oc23)CC1	0	11	99	-1	100	0	-2	29	-3	-1.3	-3
O=C(COc1ccc(Cl)cc1)N/N=C/CCc1ccccc1	1	10	98	1	101	3	-2	9	-1	0.3	1
CC(C)COc1ccc(-c2nnc(-c3ccco3)o2)cc1	0	37	102	-6	102	19	-7	23	-17	-0.3	-6
Cn1c(SCc2nc3ccccc3[nH]2)nnc1-c1cccnc1	0	5	100	-4	102	2	-4	34	-8	0.3	-11
CCOc1ccc(NC(=O)c2ccc(NC(=S)NC3CCCCC3)cc2)cc1	-2	16	94	-5	91	-1	0	11	-1	-0.5	-1
CC(C)(C)c1nc(SCC(=O)Nc2nc3c(s2)CCCC3)c2ccccc2n1	0	24	104	-4	109	1	-3	15	-9	0.4	-5
CCC(C)NS(=O)(=O)c1ccc(NC(=O)CCC2CCCCC2)cc1 (stereo unspecified)	-1	10	102	0	104	3	-3	8	-2	0.1	-2
CC(NCC1(N2CCOCC2)CCCCC1)C(=O)N1CCc2ccccc21 (stereo unspecified)	0	10	104	-8	103	0	-7	17	-14	0.4	-5

Molecules above with a Cl atom (8):
SMILES	Bim-Bcl-W	Avidin bead fluor	RGS7-Gao	Bim-Bcl-B	RGS4-Gao reg	ABCG2 inh	Bim-Bcl-2	GSH bead fluor	Bim-Bfl-1	ABCB1 block	Bim-Bcl-XL
Cc1cc(Nc2ncc(Cl)cc2Cl)n(-c2ccccc2)n1	0	14	145	-5	135	12	-5	12	-20	0.8	-2
O=C(O)C1CC=CCC1C(=O)Nc1ccccc1Cl (stereo unspecified)	-2	33	99	-12	101	20	-15	24	-23	1.6	-7
Cc1c(Cl)c([N+](=O)[O-])nn1Cc1ccc(C(=O)Nc2ccc(Cl)cn2)o1	-1	1	102	-4	98	43	1	6	0	10	0
O=C(NCc1cccc(Cl)c1)c1ccc2nc[nH]c2c1	-7	21	108	-7	100	2	-5	10	-2	-1.5	-9
Cc1ccc(Cl)cc1NC(=O)COC(=O)C1CCCC1	0	11	99	-1	99	7	-3	12	-4	0.8	-5
O=C(O)c1cc(-n2nnnc2SCc2ccccc2F)ccc1Cl	-3	8	105	-4	103	6	-3	18	-4	0.4	0
C#CC[N+](C)(C)CC#Cc1ccc(Cl)cc1	-3	13	101	-10	98	0	-9	18	-18	-0.1	-11
O=C(COc1ccc(Cl)cc1)N/N=C/CCc1ccccc1	1	10	98	1	101	3	-2	9	-1	0.3	1

Screening data: PubChem BioAssay, NMMLSC
